# From PubChem
# proCasp3 act: activates human procaspase-3 | P42574 | recombinant procaspase-3 D3A, Ac-DEVD-pNA absorbance 405 nm | activation, % at 8.5 µM | 330,000 tested, 0.11% active;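 active means activation above the mean of all tested compounds plus 3 SD, cut at about 21% in these data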;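 further: 0% = DMSO alone and 100% = DMSO wells spiked with extra 5 µM PC-3 D3A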
# Target sequence (P42574 whole entry D9A/D28A/D175A): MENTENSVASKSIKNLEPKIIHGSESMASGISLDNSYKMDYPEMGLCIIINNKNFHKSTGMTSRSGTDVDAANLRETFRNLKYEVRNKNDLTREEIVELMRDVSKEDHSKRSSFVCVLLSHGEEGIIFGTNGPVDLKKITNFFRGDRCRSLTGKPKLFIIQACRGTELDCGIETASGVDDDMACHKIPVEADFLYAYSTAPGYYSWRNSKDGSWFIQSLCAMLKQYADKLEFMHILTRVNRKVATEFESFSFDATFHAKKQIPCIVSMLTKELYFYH
#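 Assay system – Procaspase-3 D3A mutant, all three cleavage aspartates alanine · Controls – DMSO-only low control, 5 µM PC-3 D3A high control · Schedule – 1 h compound preincubation, 2 h substrate hydrolysis at 25 °C · Signal – 405 nm absorbance of p-nitroaniline, reads at 0 and 120 min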
# AHR act: activators of human aryl hydrocarbon receptor; activation, % at 5 µM; 320,000 tested, 2.5% active; AID 2796; AHR-responsive luciferase reporter cells, luminescence; in the data active means activation above about 47%;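 further: 0% = vehicle wells and 100% = reference agonist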
# Target sequence (P35869 whole entry, looked up): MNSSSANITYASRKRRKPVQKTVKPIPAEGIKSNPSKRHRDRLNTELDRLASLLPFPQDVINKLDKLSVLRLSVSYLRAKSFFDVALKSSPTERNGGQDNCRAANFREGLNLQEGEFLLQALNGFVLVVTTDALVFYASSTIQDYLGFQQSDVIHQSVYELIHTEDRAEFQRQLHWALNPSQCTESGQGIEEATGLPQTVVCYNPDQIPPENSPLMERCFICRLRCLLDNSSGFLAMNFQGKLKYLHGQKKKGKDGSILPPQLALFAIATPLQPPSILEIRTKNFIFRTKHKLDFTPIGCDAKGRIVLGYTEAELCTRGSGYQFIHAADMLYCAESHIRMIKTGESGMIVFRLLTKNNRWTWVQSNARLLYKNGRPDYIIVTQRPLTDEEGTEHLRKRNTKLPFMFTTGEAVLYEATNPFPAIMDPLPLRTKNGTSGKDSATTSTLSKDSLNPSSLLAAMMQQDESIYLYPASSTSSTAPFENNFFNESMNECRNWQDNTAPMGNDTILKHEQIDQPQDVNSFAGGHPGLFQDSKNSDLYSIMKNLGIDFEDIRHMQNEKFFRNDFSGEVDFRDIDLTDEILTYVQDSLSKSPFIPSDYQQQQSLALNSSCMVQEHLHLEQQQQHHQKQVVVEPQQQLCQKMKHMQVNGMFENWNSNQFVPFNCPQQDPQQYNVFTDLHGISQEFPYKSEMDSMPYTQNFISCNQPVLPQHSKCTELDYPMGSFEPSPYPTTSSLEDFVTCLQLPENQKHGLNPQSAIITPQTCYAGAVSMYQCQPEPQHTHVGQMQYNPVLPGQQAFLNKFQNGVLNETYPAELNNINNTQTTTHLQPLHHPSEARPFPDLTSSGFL
# LAP4 TOR yeast: alters LAP4-GFP fluorescence in TOR pathway yeast screen; S. cerevisiae LAP4-GFP multiplex, flow cytometry GFP, 3 h; median GFP as percent of DMSO wells; AID 2023; GFP response vs DMSO, % at 10 µM; 320,000 tested, 0.34% active;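 active means GFP response vs DMSO above a set limit, about the screen mean plus 3 SD, cut at about 150% in these data; inconclusive means under 70 cell events counted for the yeast strain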
# GASC-1 inh: inhibitors of human GASC-1 (JMJD2C) demethylase; 330,000 tested, 0.069% active; inhibition, % at 2.35 µM; GST-JMJD2C(1-420) H3K9me3 demethylation, DELFIA europium;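 active means more than half of a compound's replicate wells show inhibition beyond 50%, single wells judged on their own value; inconclusive means some, but no more than half, of replicates pass 50% inhibition; inactive means no replicate passes 50% inhibition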;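 further: signal counts dimethyl H3K9 product captured on neutravidin plate; 0% = median of DMSO wells and 100% = 0.3 times that DMSO median; strong numbers were not always called active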
# proCasp7 act: counter-screen: procaspase-7 (human) activation; recombinant procaspase-7, Ac-DEVD-pNA absorbance 405 nm; D23A/D198A/D206A triple mutant, cannot self-cleave; scale: DMSO 0, 5 µM enzyme 100; activation, % at 8.5 µM; P55210; 330,000 tested, 0.093% active;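 active means percent activation above the screen-wide mean plus 3 SD, cut at about 25% in these data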
#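 signal = Epi-absorbance of released pNA at 405 nm, two timepoints | assay system = Uncleavable procaspase-7 mutant enzyme | reagent = Ac-DEVD-pNA substrate, 400 µM as added | times = 1 h enzyme–compound preincubation and 2 h substrate reaction, both 25 °C | benchmarks = low DMSO alone, high DMSO plus 5 µM PC-7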
# Yeast superoxide: lowers age-related superoxide in aged yeast cells. S. cerevisiae aged cells, superoxide DHE fluorescence; active compounds read low. superoxide response (% of plate mean), % at 10 µM. 330,000 tested, 0.18% active. AID 2690;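 active means superoxide response under a set limit, about three screen SD below normal, cut at about 65% in these data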;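 further: yeast aged for seven days with compound at 30 °C before DHE staining; 100% = average MFI of all compound-treated wells on the plate with controls excluded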
# MEP2-GFP yeast: modulators of TOR pathway MEP2-GFP in S. cerevisiae. GFP response vs DMSO, % at 10 µM. 330,000 tested, 0.51% active. S. cerevisiae MEP2-GFP strain, flow cytometry GFP, 3 h; 100% = DMSO control level. AID 2016;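 active means GFP response versus DMSO above a set limit, roughly screen mean plus 3 SD, cut at about 180% in these data; inconclusive means fewer than 70 cells counted for a yeast strain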;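 further: median GFP fluorescence of the barcode-gated MEP2-GFP cells per well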
# RPL19A TOR yeast: yeast TOR pathway RPL19A-GFP modulation; 330,000 tested, 0.3% active; percent response vs DMSO, % at 10 µM; S. cerevisiae RPL19A-GFP strain, flow cytometry, 3 h; active compounds read low; AID 2025;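 active means percent response vs DMSO below 50%; inconclusive means fewer than 70 events counted for the yeast strain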;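 further: median channel GFP fluorescence of the barcoded RPL19A-GFP strain; ratio of sample median GFP to plate DMSO average so 100% = DMSO; lower means less RPL19A-GFP as with rapamycin TOR inhibition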
# Active calls of the source: *; ? = inconclusive; . = not tested or not shown; [ ] = dose if it differs, or a comment. Outcome played no part in choosing rows. About 3.8% of those tested had a hit in this group.
# Results follow in this order: proCasp3 act	AHR act	LAP4 TOR yeast	GASC-1 inh	proCasp7 act	Yeast superoxide	MEP2-GFP yeast	RPL19A TOR yeast
- N#Cc1ccc(N2C(=O)[C@@H]3C(C(=O)c4cnccn4)=NN[C@@H]3C2=O)cc1
 : -17	13	110	5	-5	109	100	101
- CCCCCCCNC(=O)C1(CC2CC(c3ccc(Cl)cc3)=NO2)CCN(C(=O)c2ccccc2)CC1 (stereo not drawn)
 : -3	9	100	-1	-3	111	103	104
- O=C(O)c1cc(N/N=C/c2ccc(N3CCOCC3)s2)ccc1Cl
 : -4	3	109	5	4	93	109	106
- CCN=C1SC(C(=O)Nc2cccc(OCC)c2)CC(=O)N1CC (stereo not drawn)
 : -6	2	97	4	-2	100	106	103
- COc1ccc(C(=O)Nc2sc3c(c2C#N)CCN(C(C)=O)C3)cc1
 : -10	-6	104	-12	-3	116	119	104
- CCN1C(=O)[C@H]2[C@@H](c3ccc(-c4ccc(C(C)=O)cc4)c(OC)c3)N3CCCC[C@@]3(C(=O)OC)[C@H]2C1=O
 : -1	0	116	.	10	81	107	112
- CN(C)c1ccc(NC(=O)c2sc(SCC(=O)Nc3nccs3)nc2N)cc1
 : -16	78*	104	6	4	93	101	98
- O=C(NCCCN1CCOCC1)c1ccc2c(c1)N(Cc1ccc(Cl)cc1)C(=O)c1ccccc1S2=O (stereo not drawn)
 : 6	2	91	10	5	103	104	100
- Cc1cccc(C(=O)n2c(=S)nc3cc(C)ccn32)c1
 : 1	-2	125	-5	-2	93	101	94
- C=CCC[C@H](Cc1ccc(F)cc1)C(=O)OC[C@@H](C)NC(=O)[C@H](CC=C)CC(=O)NCCO
 : -7	-1	91	-3	-13	97	98	93
- COCC(=O)N(Cc1cc2cc(C)ccc2[nH]c1=O)c1ccccc1
 : 3	15	94	-8	-2	104	110	101
- c1csc(-c2ccnc3ncnn23)c1
 : 15	-1	96	1	9	96	99	100
- CCCCn1c(N)c(N(CCC(C)C)C(=O)c2[nH]c(C)c(C(=O)OCC)c2C)c(=O)[nH]c1=O
 : -1	4	99	20	0	130	96	98
- CCn1cc(/C=C(\NC(=O)c2ccc(OC)c(OC)c2)C(=O)N2CCOCC2)c2ccccc21
 : -1	8	88	2	-5	85	97	99
- COC(=O)Nc1csc2c1NC(=O)CCCC2
 : -4	0	82	6	3	98	105	101
- Cc1ccc(S(=O)(=O)NCc2ccncc2)cc1C(=O)NCC(C)C
 : -8	3	87	-1	-12	105	101	111
- COc1ccc(C(=O)Nc2ccccc2N2CCCCC2)cc1[N+](=O)[O-]
 : -2	13	88	2	1	108	98	104
- O=C1CCCN1CN(C(=O)c1ccc2c(c1)OCO2)c1cccc(Cl)c1
 : 7	0	121	1	1	107	113	112
- O=C(/C=C/c1ccco1)NC(=S)Nc1cccc([N+](=O)[O-])c1
 : 0	13	104	0	5	105	101	100
- Cc1nnc(NC(=O)c2ccc(S(=O)(=O)N(C)Cc3ccccc3)cc2)o1
 : 3	7	113	-22	3	132	109	100
- CN(C)c1ccc(/C=C2\SC(=O)N(CC(O)Cn3c4ccccc4c4ccccc43)C2=O)cc1 (stereo not drawn)
 : -12	11	108	4	-7	134	123	108
- Cn1cc(CNC(=O)C2c3ccccc3Oc3ccccc32)cn1
 : 12	0	93	-3	8	89	96	96
- CCCC(=O)NNc1c2ccccc2nc2ccccc12
 : -5	-7	90	-7	-6	89	98	99
- CN(CC(=O)Nc1ccc(F)c(F)c1F)C(=O)CCCSc1nc2ccccc2[nH]1
 : 9	4	99	-1	0	98	99	99
- Cc1nn(CC(C)C)c(Cl)c1C(=O)N(C)CC(=O)Nc1c(Cl)cccc1Cl
 : -2	-1	98	-12	11	90	104	106
- CCOC(=O)c1c(CNc2ccncc2)n(C)c2cc(Br)c(O)cc12
 : -4	0	91	5	2	96	94	94
- CC1CC(C)CN(c2nc(NCc3ccco3)nc(N)c2[N+](=O)[O-])C1 (stereo not drawn)
 : -2	3	81[may fluoresce red]	-6	1	98	93[may fluoresce red]	?
- COc1ccc2c(c1)Sc1ccccc1N2CCN(C)C
 : 0	1	97	-12	1	103	104	103
- O=S(=O)(Nc1ccc2c(c1)OCO2)c1cccc(Br)c1
 : -7	0	101	7	1	128	102	104
- CCOC(=O)C1(Cc2ccc(OC)cc2)CCN(C(=O)Cc2cccnc2)CC1
 : 5	0	96	5	-7	81	104	107
- Oc1ccc(Br)cc1CNc1cnc2ccccc2c1
 : -15	5	102	4	-7	96	94	97
- COC(=O)CC1C(=O)NCCN1C(=O)c1ccccc1 (stereo not drawn)
 : -3	2	99	-7	7	102	108	104
- CS(=O)(=O)N1CCCC(C(=O)Nc2ccccc2F)C1 (stereo not drawn)
 : -5	-1	86	-8	-4	94	95	101
- CN1CCN(S(=O)(=O)c2ccc(C#N)cc2)C(c2ccccc2)C1 (stereo not drawn)
 : 8	1	93	4	-2	111	97	97
- CCCN1CCN(C(=O)c2cc(COc3ccc4ncccc4c3)on2)CC1
 : -1	-4	106	1	3	94	107	101
- CCOC(=O)N1CCN(C(=O)CN(C)S(=O)(=O)c2ccc(F)cc2)CC1
 : -3	-2	107	-7	14	96	113	102
- COc1cc(/C=C(\NC(C)=O)C(=O)Nc2cccc(O)c2)ccc1OC(C)=O
 : 0	1	99	8	0	75	101	110
- CON1C(=O)C(=O)N(OC)C(C)(C)C1C (stereo not drawn)
 : 9	1	93	0	-7	91	95	112
- Cc1cc(/C=C2/SC(=O)NC2=O)c(C)n1-c1ccc(N2CCOCC2)cc1
 : 2	0	98	8	-6	109	105	104
- CCC(C)NC(=O)CCC(=O)Nc1ccc2nc(N3CC(C)CC(C)C3)cc(C)c2c1 (stereo not drawn)
 : 6	0	104	14	2	108	102	104

# Random excerpt: 2 records from the list
# Results follow in this order: proCasp3 act	AHR act	LAP4 TOR yeast	GASC-1 inh	proCasp7 act	Yeast superoxide	MEP2-GFP yeast	RPL19A TOR yeast
- c1csc(-c2ccnc3ncnn23)c1
 : 15	-1	96	1	9	96	99	100
- CCN=C1SC(C(=O)Nc2cccc(OCC)c2)CC(=O)N1CC (stereo not drawn)
 : -6	2	97	4	-2	100	106	103

# Following part.
# Results follow in this order: proCasp3 act	AHR act	LAP4 TOR yeast	GASC-1 inh	proCasp7 act	Yeast superoxide	MEP2-GFP yeast	RPL19A TOR yeast
- Clc1ccc(-c2ccc(/C=N/Nc3cc(N4CCOCC4)nc(N4CCOCC4)n3)o2)cc1
 : -12	4	138	5	-9	101	106	82
- CCCNC(=O)CN(Cc1ccco1)S(=O)(=O)c1ccc(OCC)cc1
 : 2	0	87	6	2	89	93	95
- COc1ccc(S(=O)(=O)N(CC(=O)NC(C)C)Cc2ccccc2)cc1
 : 8	1	93	0	-8	115	105	104
- COc1cccc(/C=N/NC(=O)c2c(C)nc3ccc(Cl)cn23)c1O
 : -14	3	86	4	-14	92	98	104
- CCC(CO)Oc1cc(NCc2cccnc2)c2ncn(C(C)C)c2c1 (stereo not drawn)
 : -1	7	93	3	-2	111	94	95
- O=C(Nn1c(COc2ccccc2)nc2ccccc2c1=O)C(Cl)(Cl)Cl
 : .	.	83	7	.	93	104	110
- COc1ccc(CN(C(=O)COc2ccc(C)c(C)c2)C2CCS(=O)(=O)C2)cc1OC (stereo not drawn)
 : 4	7	90	-3	10	107	90	101
- CCOc1ccc(C(=O)NCC(=O)OCc2nnc(-c3ccccc3)o2)cc1OCC
 : 7	8	94	5	-1	69	95	97
- Cc1cc(C)c(NC(=O)c2cc(=O)c3ccccc3o2)c(C)c1
 : 4	0	101	2	-4	114	97	101
- COc1ccc(-n2c(CCc3ccccc3)nnc2SCC(=O)c2ccccc2)cc1
 : 1	0	86	5	4	120	99	98
- CN(C)c1cccc(C(=O)N/N=C/c2ccsc2)c1
 : 3	18	94	-3	4	101	100	100
- CCc1cc(C(=O)N2CCN(c3ccccc3OC)CC2)sc1C
 : 1	9	94	-2	-1	95	96	89
- Cc1cc(C)nc(SCc2ccc(C(=O)N/N=C/c3cccc(O)c3O)cc2)n1
 : -2	6	.	-21	-7	88	.	.
- CC1CCC2C(=O)N(c3ccc(C(=O)Oc4cccc5cccnc45)cc3)C(=O)C2C1 (stereo not drawn)
 : -8	4	82	2	-22	96	74	100
- COc1ccc(C2CC(c3ccccc3)=NN2C(=O)COC(=O)c2ccc(Cl)nc2)cc1 (stereo not drawn)
 : -3	2	103	1	4	108	99	106
- Cc1ccc(S(=O)(=O)NCC(=O)OCc2cc(=O)oc3c(C)c(C)ccc23)cc1C
 : 7	-1	99	-5	4	69	99	95
- CC(=O)Nc1cccc(C(=O)NNC(=O)c2ccc(-n3cnnn3)cc2)c1
 : -3	-1	101	-4	4	87	100	101
- O=C(NCc1ccncc1)C(=O)N/N=C/c1cccnc1
 : -8	0	108	-12	3	109	111	102
- COc1ccc(-c2n[nH]c(=S)n2/N=C/C=C/c2ccccc2OC)cc1
 : -8	11	90	13	-2	100	101	101
- CCNS(=O)(=O)c1ccc(CCC(=O)N2CCc3ccccc3C2)cc1
 : 8	18	88	7	5	103	114	101
- CN(C)c1ccc(N2C(=O)CC(c3ccccc3)CC2=O)cc1
 : 3	-1	129	6	3	96	100	104
- COC(=O)c1cc2nc(-c3ccc(C)cc3)cc(C(F)(F)F)n2n1
 : 3	0	99	4	1	92	96	95
- COc1ccccc1NC(=O)CSc1nc(=O)n(CCN2CCOCC2)c2c1CCC2
 : -1	-1	87	19	12	107	96	89
- Cc1cnc(C(=O)OCC(=O)NCc2ccccc2)cn1
 : 4	4	104	-13	-8	118	100	104
- Cn1nc(C(=O)NNc2c(F)c(F)cc(F)c2F)c2ccccc2c1=O
 : -3	12	93	7	4	86	98	100
- COc1ccc(CCC(=O)Nc2nc3c(s2)CN(C)CC3)cc1OC
 : 9	4	101	6	2	105	110	100
- O=C(NC(NNc1ccc([N+](=O)[O-])cc1)(C(F)(F)F)C(F)(F)F)c1ccc(F)cc1
 : 1	1	104	-57	-13	92	102	107
- Fc1ccccc1OCCCCCCN1CCCC1
 : -10	5	93	0	2	135	94	95
- O=[N+]([O-])c1ccc(NCCCN2CCOCC2)c(Cl)c1
 : 5	1	100	78	1	98	103	97
- COc1ccc(C(=O)NC(=S)N2CCNC(=O)C2CC(=O)OC(C)C)cc1 (stereo not drawn)
 : -10	5	94	3	-5	113	94	102
- CCCC[C@H]1COCCS(=O)(=O)N1Cc1ccc(C)cc1
 : 7	2	88	-2	4	113	127	93
- O=C(CN1C(=O)NC2(CCCC2)C1=O)Nc1cc(C(F)(F)F)ccc1N1CCCCC1
 : 8	-2	108	5	7	90	101	105
- O=C(Nc1ccon1)c1ccc(Cl)c(S(=O)(=O)N2CCCCC2)c1
 : 4	2	95	-5	-3	.	103	104
- CN(C)c1ccc(-c2c(-c3ccc4c(c3)OCO4)noc2-c2ccsc2)cn1
 : -3	43	155*	3	-3	109	88	91
- CC(CCc1ccccc1)NC(=O)CN1CCN(c2ccc(O)cc2)CC1 (stereo not drawn)
 : -3	2	110	-1	-28	96	127	99
- Cc1cccc(C)c1NC(=O)CS(=O)CC(=O)NC1CCCc2ccccc21 (stereo not drawn)
 : -2	3	106	.	3	110	107	99
